Source: PubChem BioAssay (National Center for Advancing Translational Sciences (NCATS))
Pin1 inh – blocks the human prolyl isomerase Pin1 | 390,000 tested, 0.009% active | Q13526 | Pin1 FP peptide displacement, HiFluor488, 10 min | AID 504891 | Potency, µM (highest dose often 115 µM), inactives show at the highest dose activity, negative = inhibition, usual class: inhibitors; active means well fitted inhibition curve with a large enough effect in the polarisation, with a control signal flat, not every such curve was filed as active; inconclusive means small, poorly fitted or top-dose-only effect, or effect the other way, or a change in a side signal; inactive means no such curve, though single readings can be large or run the other way; the % refers to the polarisation; further: potency means the concentration at half of the fitted maximal effect; on the % scale 0 is the no-effect control and ±100 the full control effect
Target sequence (Q13526 whole entry, looked up): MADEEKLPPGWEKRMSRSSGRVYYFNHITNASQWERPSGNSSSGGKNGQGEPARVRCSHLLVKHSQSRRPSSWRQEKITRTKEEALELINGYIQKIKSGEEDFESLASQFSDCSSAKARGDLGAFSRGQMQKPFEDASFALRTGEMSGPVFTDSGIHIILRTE
rTrxR1 inhibitor – rat TrxR1 inhibition. O89049. recombinant rTrxR1, NADPH fluorescence consumption, selenite substrate. Potency, µM (top dose mostly 114 µM), for the others: at the top dose activity change, negative = inhibition, hits mostly inhibitors. 390,000 tested, 1% active. AID 588453; further: potency means the concentration at half of the fitted maximal effect; on the % scale 0 is the no-effect control and ±100 the full control effect; nearly all actives have a fitted effect of over 65% in size
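Rat TrxR1 (90 nM in the dispensed reagent) was pre-reduced with 400 uM NADPH for 5 min at room temperature, then incubated with compound for 15 min. After 400 uM selenite was added, NADPH fluorescence (Ex 340/Em 450 nm) was followed for 8 min.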
USP1-UAF1 inh – USP1/UAF1 (human) deubiquitinase inhibition; recombinant USP1/UAF1, Ub-Rhodamine cleavage fluorescence; O94782; Potency, µM (titrated, usually from 57.1 µM), for inactives: at the top dose activity change, negative = inhibition, usual class: inhibitors; 390,000 tested, 0.23% active; further: potency means the concentration at half of the fitted maximal effect; on the % scale 0 is the no-effect control and ±100 the full control effect; nearly all actives have a fitted effect of over 60% in size; inactives centre near -12
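USP1/UAF1 complex (1 nM) preincubated 15 min at room temperature with compound, then Ub-Rho substrate (150 nM final) added. Kinetic fluorescence at 480/540 nm over 6 reads at 60 s intervals; 50 mM HEPES pH 7.8, 0.5 mM EDTA, 0.1 mg/ml BSA, 1 mM TCEP, 0.01% Tween-20.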
TRHR ag – activates the human TRH receptor; P34981; TRHR cells, calcium flux fluo-8, FDSS agonist mode; activation, % at 2 µM; 360,000 tested, 0.18% active; in the data active means activation above about 30%; further: 0% is about no effect
Target sequence (P34981 whole entry, looked up): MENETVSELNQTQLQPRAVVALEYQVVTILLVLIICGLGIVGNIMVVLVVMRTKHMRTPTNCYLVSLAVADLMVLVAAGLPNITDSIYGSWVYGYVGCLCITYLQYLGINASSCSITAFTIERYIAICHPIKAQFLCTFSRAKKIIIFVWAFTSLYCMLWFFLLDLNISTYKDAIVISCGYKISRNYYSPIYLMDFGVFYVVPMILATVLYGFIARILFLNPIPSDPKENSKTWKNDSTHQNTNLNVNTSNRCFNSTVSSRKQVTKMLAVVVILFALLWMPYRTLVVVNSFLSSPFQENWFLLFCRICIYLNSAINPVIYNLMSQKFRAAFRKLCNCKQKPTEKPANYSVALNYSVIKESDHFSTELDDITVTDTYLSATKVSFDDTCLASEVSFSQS
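Steps: seed TRHR cells overnight; add fluo-8 no-wash Ca dye, RT 30 min–1.5 h; record 10 s baseline; pin-transfer compounds; monitor fluorescence 1 cycle/s for the agonist window. Calcium increases flag candidate agonists.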
D2 ag – D2 dopamine receptor (human) agonism. P14416. HEK293 T-REx D2 cells, calcium flux agonist mode. activation, % at 2 µM. 340,000 tested, 0.53% active;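 active means activation over 3 SD above normal in the single-dose calcium agonist read, cut at about 30% in these data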; further: 0% is about no effect
Target sequence (P14416 whole entry, looked up): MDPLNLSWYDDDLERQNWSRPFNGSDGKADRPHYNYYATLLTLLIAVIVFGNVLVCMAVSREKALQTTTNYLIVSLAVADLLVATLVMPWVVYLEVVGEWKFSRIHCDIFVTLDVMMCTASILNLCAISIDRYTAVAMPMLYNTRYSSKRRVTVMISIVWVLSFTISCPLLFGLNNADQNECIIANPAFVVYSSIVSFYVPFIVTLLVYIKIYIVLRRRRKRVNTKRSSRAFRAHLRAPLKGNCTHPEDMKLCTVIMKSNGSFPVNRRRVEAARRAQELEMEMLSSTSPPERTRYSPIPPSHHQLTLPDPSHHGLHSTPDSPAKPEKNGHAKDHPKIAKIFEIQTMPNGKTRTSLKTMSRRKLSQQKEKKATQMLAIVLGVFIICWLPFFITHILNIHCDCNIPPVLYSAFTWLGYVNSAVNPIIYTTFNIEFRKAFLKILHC
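Tetracycline-induced HEK293 T-REx cells with force-coupled D2 receptor, plated overnight at 30 C, loaded with no-wash calcium dye. After a 10 s baseline, compound was pin-added and calcium flux read kinetically for 180 s; calcium rises flagged agonists.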
mIDH1 inhibitor – inhibitors of human mutant IDH1 R132H | O75874 | IDH1-R132H enzyme, NADPH consumption, diaphorase/resazurin fluorescence | Potency, µM (top dose mostly 76.6 µM), inactives show at the highest dose activity change, negative = inhibition, usual class: inhibitors | 390,000 tested, 0.093% active | AID 602179; further: potency means the concentration at half of the fitted maximal effect; on the % scale 0 is the no-effect control and ±100 the full control effect; nearly all actives have a fitted effect of over 65% in size
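IDH1-R132H (0.5 ug/mL) preincubated 30 min with compound, then NADPH (0.016 mM) and alpha-KG (2 mM) added; 80 min at RT, pH 7.5. Remaining NADPH coupled via diaphorase/resazurin to fluorescence (540/590 nm); concentration-response curves normalized to no-enzyme control.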
TrxR1 substrate – rat thioredoxin reductase 1 substrate activity | 390,000 tested, 0.01% active | O89049 | purified TrxR1 substrate turnover, NADPH consumption readout | Potency, µM (top dose mostly 114 µM), inactives show at the highest dose activity change, negative = substrate turnover; further: potency means the concentration at half of the fitted maximal effect; on the % scale 0 is the no-effect control and ±100 the full control effect; nearly all actives have a fitted effect of over 50% in size
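Rat TrxR1, dispensed at 90 nM, was prereduced with 400 uM NADPH (final) for 5 min at ~22 deg C, then incubated with compound 15 min before 400 uM selenite. A first-read NADPH fluorescence drop versus no-compound background flagged substrates.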
D2 antagonist – antagonists of human D2 dopamine receptor | P14416 | HEK293 TREx D2 cells, calcium flux, dopamine EC80 | inhibition, % at 10 µM | 340,000 tested, 2% active | AID 485344; in the data active means inhibition above about 30%; further: 0% is about no effect
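Tetracycline-induced HEK293 T-REx cells expressing D2 force-coupled to calcium signalling were dye-loaded, exposed to compound for 180 s, then challenged with an EC80 of dopamine; calcium flux was followed kinetically for a further 180 s.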
TRHR PAM – allosterically enhances the human TRH receptor | P34981 | TRHR cells, fluo-8 calcium fluorescence, EC20 TRH enhancement | enhancement, % at 2 µM | 360,000 tested, 0.66% active; in the data active means enhancement above about 30%; further: 0% is about no effect
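TRHR-expressing cells loaded with fluo-8 calcium dye were read kinetically (ex 480/em 530) during compound addition, then stimulated with an EC20 of TRH (10 nM final). Enhancement of the Gq-mediated intracellular calcium response was scored.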
The depositor's hits bear a star; ? = inconclusive; · = no result given; [ ] = remark or other dose. Unless noted, the call rests on the fitted dose curve; in most records, active means well fitted inhibition curve with a large enough effect; inconclusive means small, poorly fitted or top-dose-only effect; inactive means no such curve, though single readings can be large or run the other way. Only part of the results is shown, so the mix of outcomes need not match the whole.

Molecule	Pin1 inh	rTrxR1 inhibitor	USP1-UAF1 inh	TRHR ag	D2 ag	mIDH1 inhibitor	TrxR1 substrate	D2 antagonist	TRHR PAM
CC(C)NC(=O)c1cc(-c2cccs2)on1	-1%	-18%[57.1 µM]	-10%	-0.3	-1.0	1%	13%[57.1 µM]	19	1
CC(=O)c1cccc(NC(=O)c2ccoc2C)c1	6%	9%	-5%	0.5	1.6	-7%	-3%	-11	1
CCC(=O)N1CCN(C(=O)CC)C1c1ccccc1	6%	-3%	-4%	-1.6	0.8	4%	2%	-8	5
Cc1nc2c(c(=O)n1CCC1=CCCCC1)c1nc3ccccc3nc1n2/N=C/c1ccco1	?	?	-19%	-2.4	0.2	1%	11%	-16	2
Cc1cc(Nc2cccc(O)c2)c2ccccc2n1	·	·	·	-0.5	2.2	·	·	7	3
O=C(CNc1ccc(Br)cc1)Nc1ccc(S(=O)(=O)N2CCCC2)cc1	-6%	-2%	-22%	0.9	0.9	3%	-10%	-16	-1
CCOC(=O)N1CCN(C(=O)C2CCN(C(=O)Nc3ccccc3)CC2)CC1	1%	11%[57.1 µM]	?	·	·	3%	-4%[57.1 µM]	·	·
O=C1CCNc2cc3ccccc3cc21	?	-31%	-13%	-0.8	-0.5	3%	123%[activator]	6	6
COC(=O)Cn1c(=NC(=O)CSCC(=O)NC2CCCCC2)sc2cc(OC)ccc21	8%	10%[57.1 µM]	3%	-0.5	-0.8	-1%	17%[57.1 µM]	-28	1
CS(=O)(=O)N1CCc2ccccc2C1	2%	2%	-16%	0.7	0.3	6%	-1%	-7	-2
Cc1c(Nc2nc3ccccc3nc2N2CCN(c3ccccc3)CC2)c(=O)n(-c2ccccc2)n1C	3%	-13%	3%	-0.5	0.0	-1%	-10%	-1	-3
CCOC(=O)C1(CCOc2ccccc2)CCN(Cc2ccc3nonc3c2)CC1	2%	26%[57.1 µM]	-18%	-0.2	-0.6	6%	6%[57.1 µM]	15	5
Cc1noc(C)c1NC(=O)Nc1ccc2c(c1)C(=O)N([C@H](C)CO)C[C@H](C)[C@@H](CN(C)S(=O)(=O)c1cn(C)cn1)O2	-3%	1%	-32%	·	·	-11%	1%	·	·
COc1cccc(CC(=O)NCC2COc3ccccc3O2)c1OC (stereo unspecified)	6%	12%	?	-1.3	-0.4	7%	11%	19	-14
CC(NC(=O)c1cnccn1)c1ccc(S(N)(=O)=O)cc1 (stereo unspecified)	-6%	-9%	-19%	0.6	1.3	-9%	9%	-16	11
CC(C)C1Oc2ccccc2N(CC(=O)NC2CCCCC2)C1=O (stereo unspecified)	-2%	11%	-2%	0.2	-0.9	3%	1%	5	-4
CCOC(=O)c1sc(NC(=S)NC(=O)C23CC4CC(CC(C4)C2)C3)cc1C	-9%	-1%	4%	0.4	·	-1%	3%[57.1 µM]	·	-7
CCCCOc1ccc(NC(=O)Cn2nnnc2-c2ccccc2F)cc1	-5%	1%	12%	0.6	0.3	-3%	-2%	·	1
O=C(COC(=O)C1(c2ccc(F)cc2)CCCC1)NCc1ccc2c(c1)OCO2	-5%	-2%	-26%	0.3	·	6%	-2%	·	-7
CC(C)(C)c1cc(NC(=O)CSc2nnc(NCc3ccccc3)s2)n(-c2ccccc2)n1	7%	19%	-26%	0.2	-0.2	7%	0%	0	-5
CN(Cc1ccccc1)/C(=N/O)c1cccc(Cl)c1	-7%	30%	-18%	-2.2	·	-8%	2%	·	7
CC(C)c1nnc(SCC(=O)NC2CCCCC2)n1C	-1%	16%	-10%	0.8	0.6	-4%	6%	0	-2
COC(=O)C1C(=O)C2=C(CC1C)NC(=O)CC2c1ccc(F)cc1 (stereo unspecified)	-2%	16%[57.1 µM]	-2%	1.1	0.4	-8%	-2%	-9	-14
O=C(NC1CC1)C1CCN(c2nc3ccccc3s2)CC1	0%	8%	-7%	1.0	0.7	18%	-1%	-15	0
CC1(C(=O)OCC(=O)Nc2ccccc2Cl)CC1(Cl)Cl (stereo unspecified)	5%	7%	-11%	-0.1	-0.2	-6%	1%	8	-4
Cc1ccc(C(=O)CSc2nc3ccccc3c(=O)[nH]2)cc1	18%	0%	-18%	0.0	-0.2	-2%	-4%	1	4
COc1ccc(Br)cc1S(=O)(=O)n1ccnc1C	-6%	19%[0.457 µM]	-1%	0.1	0.0	9%	-2%	-39	-2
CCCN(Cc1cc2cc(C)ccc2[nH]c1=O)C(=O)c1cccc([N+](=O)[O-])c1	5%	6%	-5%	-0.8	0.4	2%	-7%	0	17
CN1CCS/C1=C/C=C1\SC(=S)N(CC(=O)O)C1=O	?	-19%	25µM*	27	15	0%	?	7	-3
O=C(NCc1ccco1)c1cnn2c(C(F)(F)F)cc(-c3ccccc3)nc12	0%	18%	-19%	0.6	1.2	5%	16%	2	-4
CC(=O)N1c2ccc(S(=O)(=O)NCCC(=O)NCCc3ccc(C)cc3)cc2CC1C (stereo unspecified)	3%	-10%	-19%	0.5	0.1	0%	-8%	-32	13
O=C(Cc1ccc(Br)cc1)Nc1ccc(S(=O)(=O)N2CCCC2)cc1	·	·	·	2.8	0.6	·	·	-40	3
CCOc1ccc2nc(N/C(N)=N/C(=S)Nc3ccc(C)c(C)c3)nc(C)c2c1	-2%	-6%	-3%	0.2	-0.2	-1%	-3%	0	-15
CCn1c2ccccc2c2cc(NC(=O)CSc3nnc(-c4ccc(OC)cc4)n3N)ccc21	-1%	-9%	-20%	-1.0	0.2	-10%	-6%	-5	8
O=C(Nc1ccc(Oc2ccc(NC(=O)Nc3ccc([N+](=O)[O-])cc3)cc2)cc1)Nc1ccc([N+](=O)[O-])cc1	4%	1%	-15%	0.7	2.0	0%	-6%	4	3
COCCCN1CC23C=CC(O2)C(C(=O)OC)C3C1=O (stereo unspecified)	0%	-19%	-2%	·	·	8%	-6%	·	·
Cc1ccc(-c2csc(NC(=O)c3ccc([N+](=O)[O-])o3)n2)cc1	-11%	-6%	-22%	-0.7	-0.1	-5%	-3%	0	-7
Cc1cccc[n+]1CC(=O)Nc1ccccc1	1%	3%	2%	0.2	-1.0	-2%	6%[57.1 µM]	-2	9
COc1cc(OC)cc(C(=O)NCCNC(=O)c2ccccc2)c1	-8%	17%[57.1 µM]	-5%	0.0	-0.6	8%	-8%	12	4
O=C(CSc1ccc(F)cc1)Nc1ccccc1N1CCOCC1	0%	7%	-20%	-0.8	-0.4	2%	-3%	-1	-3
Cc1oc(-c2ccc(C(=O)NCc3ccccc3F)cc2)nc1COc1ccccc1	11%	54%[activator]	-26%	1.4	1.9	7%	29%	·	-20
Cc1nn(C(=O)c2ccccc2)c(C)c1S(=O)(=O)N1CCOCC1	5%	-25%[57.1 µM]	-9%	0.5	0.5	16%	0%[57.1 µM]	·	-1
CCOc1ccccc1C(=O)OCC(=O)Nc1nnc(-c2ccccc2)o1	14%	-7%	-7%	0.0	-0.2	1%	-8%	0	1
CCOc1ccc(NC(=NCc2ccc3c(c2)OCO3)SC2CC(=O)N(c3ccc(OCC)cc3)C2=O)cc1 (stereo unspecified)	?	3%	-4%	0.5	0.3	2%	-3%	6	-8
Cc1ccc(S(=O)(=O)Nc2cccnc2Oc2ccc(Cl)cc2)cc1	-3%	9%	-17%	-0.3	1.6	16%	1%	19	-1

One compound at a time, from the list above. Screens in order: Pin1 inh | rTrxR1 inhibitor | USP1-UAF1 inh | TRHR ag | D2 ag | mIDH1 inhibitor | TrxR1 substrate | D2 antagonist | TRHR PAM
CCOC(=O)N1CCN(C(=O)C2CCN(C(=O)Nc3ccccc3)CC2)CC1 across the screens: 1% | 11%[57.1 µM] | ? | · | · | 3% | -4%[57.1 µM] | · | ·
COC(=O)Cn1c(=NC(=O)CSCC(=O)NC2CCCCC2)sc2cc(OC)ccc21 across the screens: 8% | 10%[57.1 µM] | 3% | -0.5 | -0.8 | -1% | 17%[57.1 µM] | -28 | 1

Continued.
Molecule	Pin1 inh	rTrxR1 inhibitor	USP1-UAF1 inh	TRHR ag	D2 ag	mIDH1 inhibitor	TrxR1 substrate	D2 antagonist	TRHR PAM
CC(=O)c1ccc(NC(=S)NC(C)c2ccc(Cl)cc2Cl)cc1 (stereo unspecified)	-1%	7%[57.1 µM]	-17%	4.3	6.5	-2%	-8%	-5	6
Cc1cccn2c(=O)c(/C=C(\C#N)C(=O)NCc3ccco3)c(N3CCC(C(N)=O)CC3)nc12	8%	-4%	-7%	-0.4	-1.1	6%	6%[0.457 µM]	-4	5
COc1cccc(OC)c1C(=O)OCC(=O)NCCCc1ccccc1	-5%	14%	-24%	-1.1	-1.4	6%	1%	-21	-1
COc1cc(S(=O)(=O)N(Cc2ccccn2)Cc2ccccc2Cl)ccc1-n1cnnn1	7%	26%	-10%	-0.3	0.7	4%	6%	1	-2
O=C(COC(=O)c1cc(=O)[nH]c(=O)[nH]1)Nc1cccc(S(=O)(=O)N2CCCCC2)c1	0%	7%[57.1 µM]	-22%	0.4	0.5	18%	7%[57.1 µM]	-2	1
CCC(=O)Nc1sc2c(c1C#N)CC(C)(C)NC2(C)C	-1%	9%	-15%	0.1	1.2	3%	4%	-3	3
CCc1ccc(N2C(=O)C3C4C=CC(CC4)C3C2=O)cc1 (stereo unspecified)	-1%	8%	6%	0.1	2.2	0%	1%	4	4
CCCc1nnc(NC(=O)CCC(=O)NCc2ccccc2OC)s1	-7%	22%	-14%	-0.1	·	2%	12%	·	7
Cn1c(N)c(Br)c(-c2ccc(F)cc2)c(C#N)c1=O	-1%	30%[57.1 µM]	-17%	1.5	0.0	1%	-9%[57.1 µM]	-3	2
